aSyn rescue: rescues yeast growth from alpha-synuclein toxicity; Yeast expressing alpha-synuclein, growth rescue, BacTiter-Glo, 24 h; Potency, µM (highest dose often 46.1 µM), inactives show top-dose growth rescue (activation), actives largely listed as activators; 370,000 tested, 0.14% active; AID 652106; further: potency means the concentration at half of the fitted maximal effect; % of control where 0% means no effect; nearly all actives have a fitted effect of over 65% in size
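Screening used galactose-induced yeast with toxic alpha-synuclein levels, exposed to compound for 24 hr at 30 deg C. Cell growth, read with BacTiter-Glo luminescence, gave the measured signal.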
EPAC1 antagonist: antagonists of human EPAC1. O95398. EPAC1 GEF assay, Rap1b-BODIPY-GDP exchange fluorescence. Potency, µM (doses to about 115 µM), for inactives: at the top dose activity change, negative = inhibition, most hits filed as inhibitors. 360,000 tested, 0.14% active. AID 720709;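 further: potency means the concentration at half of the fitted maximal effect; plate controls were vehicle for no effect and positive control for full effect; nearly all actives have a fitted effect of over 50% in size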
PI5P4Ka inh: PI5P4K alpha (human) kinase inhibition. 330,000 tested, 1.2% active. P48426. max response, %. PI5P4Kalpha enzyme, ADP-Glo luminescence, 60 min; hits give low values. AID 652105; active means max response of -50% or lower; inconclusive means between -30% and -50%; inactive means -30% or higher; further: value at the top dose of about 77 µM; on the % scale 0 is the no-effect control and ±100 the full control effect
Target sequence (P48426 whole entry, looked up): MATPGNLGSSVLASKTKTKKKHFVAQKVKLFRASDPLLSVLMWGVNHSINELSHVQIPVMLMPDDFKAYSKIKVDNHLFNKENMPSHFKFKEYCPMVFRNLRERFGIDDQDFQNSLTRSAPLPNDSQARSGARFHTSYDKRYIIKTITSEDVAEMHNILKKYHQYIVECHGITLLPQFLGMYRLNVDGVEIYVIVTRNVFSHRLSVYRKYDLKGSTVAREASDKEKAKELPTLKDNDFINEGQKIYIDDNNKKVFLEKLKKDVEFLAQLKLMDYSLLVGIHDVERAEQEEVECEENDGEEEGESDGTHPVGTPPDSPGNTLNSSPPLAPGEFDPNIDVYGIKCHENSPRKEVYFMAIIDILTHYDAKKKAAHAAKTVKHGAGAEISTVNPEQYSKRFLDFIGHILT
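Reactions run in 0.038 M HEPES pH 7.4, 0.28 mM EGTA, 0.1% CHAPS and 5% DMSO, with PI5P4Kalpha, substrate, compound and 5 microM ATP final, one hour at room temperature. Readout is ADP-Glo luminescence.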
EPAC1 agonist: activates human EPAC1 exchange factor; 360,000 tested, 0.073% active; Potency, µM (highest dose often 154 µM), for the others: at the highest dose activation, actives largely listed as activators; EPAC1 agonist qHTS, biochemical assay; response scale: 100% = response to 6.5 mM cAMP; further: potency means the concentration at half of the fitted maximal effect; nearly all actives have a fitted effect of over 60% in size
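Fluorescent GDP-exchange assay: 100 nM EPAC1 with 250 nM Rap1B preloaded with BODIPY-GDP and 50 uM GDP; compounds tested as concentration series, 5 min at room temperature, then read every 5 min for 30 min (ex 480/em 540 nm); normalized to 6.5 mM cAMP.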
IL2 activator: activates IL-2 in a cell-based reporter assay | 360,000 tested, 0.065% active | IL-2 activation reporter assay, cell-based qHTS; stimulated with anti-CD3/CD4/CD28 beads; in transgenic mouse T cells | AID 652025 | activation, % (series mostly up to about 46 µM); in the data active means activation above about 50%; inconclusive means mostly about 30% to 49%; further: 0% is about no effect
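Using fluorescent plate cytometry, EGFP and DsRed are detected in transgenic mouse T cells stimulated 18 h at 37 degrees C with antibody-coated beads after 60 min compound pretreatment.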
Abeta rescue: compounds reversing amyloid beta toxicity in yeast | 410,000 tested, 0.063% active | yeast expressing A-beta42, growth rescue, OD600, 48 h; response scale: 0% DMSO, 100% iron-clioquinol control | AID 1347071 | Potency, µM (highest dose often 46.1 µM), without a hit: at the highest dose growth rescue, most hits filed as activators; further: potency means the concentration at half of the fitted maximal effect; nearly all actives have a fitted effect of over 55% in size
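Yeast A-beta toxicity model in growth medium with pinned compounds, 48 h at 30 C; growth read as absorbance at 600 nm. Normalized to FeCl3/clioquinol equimolar mix (positive) and DMSO (negative).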
WRN helicase inh: inhibitors of human WRN helicase. Q14191. WRN helicase unwinding, fluorescent forked duplex, kinetic. Potency, µM (highest dose often 114 µM), for inactives: at the top dose activity change, negative = inhibition, usual class: inhibitors. 360,000 tested, 0.46% active. AID 651768; further: potency means the concentration at half of the fitted maximal effect; on the % scale 0 is the no-effect control and ±100 the full control effect; nearly all actives have a fitted effect of over 55% in size
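Enzyme (20 nM final) and test compound sit together 15 min at room temperature before substrate addition. Substrate is a single-forked duplex oligonucleotide (100 nM) labelled with fluorophore and quencher, with 2 mM ATP; helicase unwinding raises red fluorescence, read kinetically.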
PLK1 PBD block: blocks phosphopeptide binding to human PLK1 polo-box domain. 360,000 tested, 2.8% active. Plk1 PBD binding of FITC phosphopeptide, fluorescence polarization. Potency, µM, inactives show max response, negative = inhibition, usual class: inhibitors. AID 720504; further: potency means the concentration at half of the fitted maximal effect; series mostly up to about 57 µM; on the % scale 0 is the no-effect control and ±100 the full control effect; nearly all actives have a fitted effect of over 65% in size
Target sequence (P53350 whole entry, looked up, the tested form may be a part): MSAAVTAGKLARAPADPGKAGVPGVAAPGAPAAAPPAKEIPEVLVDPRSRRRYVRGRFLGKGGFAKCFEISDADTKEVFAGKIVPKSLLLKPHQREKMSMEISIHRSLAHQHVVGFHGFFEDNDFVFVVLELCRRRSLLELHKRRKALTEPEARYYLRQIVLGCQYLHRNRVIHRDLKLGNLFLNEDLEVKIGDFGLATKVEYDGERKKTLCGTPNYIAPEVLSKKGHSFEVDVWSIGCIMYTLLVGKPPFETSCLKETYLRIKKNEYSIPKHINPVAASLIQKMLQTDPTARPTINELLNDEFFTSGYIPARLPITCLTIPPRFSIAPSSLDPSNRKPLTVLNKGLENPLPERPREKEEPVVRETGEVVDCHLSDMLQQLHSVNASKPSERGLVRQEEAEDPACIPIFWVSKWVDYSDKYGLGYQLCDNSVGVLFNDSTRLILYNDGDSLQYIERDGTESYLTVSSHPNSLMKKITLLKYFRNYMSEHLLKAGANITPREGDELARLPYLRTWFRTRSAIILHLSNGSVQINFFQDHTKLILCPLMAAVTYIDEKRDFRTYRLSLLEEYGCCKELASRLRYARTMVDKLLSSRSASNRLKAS
FUS yeast rescue: suppressors of FUS proteinopathy in yeast. S. cerevisiae FUS-expressing, growth rescue, OD600, 24 h. Potency, µM (top dose mostly 76.6 µM), for inactives: at the top dose growth rescue (activation), most hits filed as activators. 390,000 tested, 0.24% active. AID 1347120;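 further: potency means the concentration at half of the fitted maximal effect; plate controls were DMSO vehicle for no effect and reference control for full effect; nearly all actives have a fitted effect of over 55% in size; some results filed as inactive show a strong effect at the top dose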
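Restored growth of FUS-toxic S. cerevisiae, read as 600 nm absorbance after 24 h at 30C in galactose medium (starting OD 0.005). Controls CP55940 and DMSO.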
Starred values were filed as active, the others as inactive; ? = inconclusive; . = not tested or not shown; [ ] = remark or other dose. Unless noted, the call rests on the fitted dose curve; in most records, active means well fitted curve in the direction sought with a large enough effect; inconclusive means small, poorly fitted or top-dose-only effect, or another doubt; inactive means no such curve, though single readings can be large; an effect the other way counts as inactive or inconclusive.

SMILES | aSyn rescue | EPAC1 antagonist | PI5P4Ka inh | EPAC1 agonist | IL2 activator | Abeta rescue | WRN helicase inh | PLK1 PBD block | FUS yeast rescue
CC1=C(C(=O)Nc2cccc(C(=O)NC3CCCCC3C)c2)SCCO1 (stereo unspecified) | -6.7% | 2.7% | 1.4 | 12.9% | -2.6 | 11.5% | 12.1% | -15.2% | 3.8%
NS(=O)(=O)c1ccc(CCNC(=O)/C=C/c2ccc([N+](=O)[O-])cc2)cc1 | 2.8% | -18.1% | -16.8 | -1.2% | 2.1 | -13.4% | 6.4% | -10.5% | 12.2%
O=[N+]([O-])c1ccc(Oc2cccc(Br)c2)c2ccncc12 | 6.1% | -13.4% | 1.5 | 9.1% | -1.8 | -17.7% | -10.9% | ? | 1.3%
Cc1ccc(N2C(=O)SC(N(CC(=O)O)c3ccc(C)cc3)C2=O)cc1 (stereo unspecified) | -0.6% | -14.5% | 1.1 | -11.2% | -1.0 | 8.3% | 8.8% | 7.9% | -37.2%
CO/N=C/c1cccn1-c1nccc(OC)c1C#N | -5.0% | -2.1% | -3.3 | 5.8% | -0.1 | -4.4% | -4.3% | -6.3% | 40.1%
CCc1cccc(CC)c1NC(=O)COC(=O)c1cccc(-c2ccc(OC(C)=O)cc2)c1 | -2.3% | -11.1% | -9.3 | -0.7% | 1.1 | 6.4% | 7.4% | -4.1% | .
COCCN(C(=O)C1CCN(C(=O)c2ccccc2C)CC1)c1c(N)n(CC(C)C)c(=O)[nH]c1=O | -3.7% | -15.2% | 2.0 | -20.6% | -0.4 | -5.6% | 3.6% | ? | .
COc1ccc2cc(-c3[nH]ncc3CN3CCCCO3)ccc2c1 | 2.6% | -22.3% | 1.3 | -2.9% | -0.1 | 2.3% | 1.9% | 2.3% | 26.0%
COC(C(=O)Nc1ccc(C(C)=O)cc1)c1ccccc1 (stereo unspecified) | -0.9% | -3.9% | 3.2 | 4.7% | -2.9 | -0.5% | 2.4% | -7.1% | -5.7%
CSc1nnc(-c2ccc(NC(=O)CCc3ccccc3)cc2)n1C | -1.1% | -8.4% | -4.7 | 3.3% | 0.3 | 4.0% | -11.2% | -12.8% | .
Cc1c(C(=O)N(C)CCCCN2CCOCC2)oc2c(F)cccc12 | 3.6% | 6.0% | 8.0 | -3.3% | 0.0 | 3.5% | 3.9% | -5.1% | 1.0%
CC1CC(N(C(=O)c2ccco2)c2ccccc2)c2ccccc2N1C(=O)c1ccco1 (stereo unspecified) | -0.4% | 0.3% | . | 1.0% | -1.0 | 11.0% | -1.6% | -10.5% | ?
CCN(Cc1cnn(C)c1)C(=O)C1CCC(=O)N(CCc2ccc(OC)cc2)C1 (stereo unspecified) | 3.1% | 7.3% | 3.2 | -2.7% | 1.4 | 15.3% | -0.6% | -4.7% | 7.5%
CCNC(=O)N(C)c1c(CC)nc2ccc(C(=O)N3CCN(C(C)=O)CC3)cn12 | -4.6% | -4.2% | 1.2 | -2.1% | 0.8 | -21.5% | 6.2%[57.1 µM] | -11.1% | -10.5%
O=C(Nc1ccc(S(=O)(=O)N2CCCCC2)cc1)C1CC(=O)N(Cc2ccccc2)C1 (stereo unspecified) | -1.0% | 12.2% | 2.5 | -2.6% | 0.2 | -6.6% | -10.3% | -4.4% | 21.0%
O=C(Cn1cnc2cc([N+](=O)[O-])ccc2c1=O)NCCc1ccc(Cl)cc1 | -17.3% | 17.8% | -5.9 | 1.9% | 0.0 | 10.2% | -14.1% | 5.7% | 31.4%
CCCOc1c(Br)cc(C2C3=C(CCCC3=O)N(C)C3=C2C(=O)CCC3)cc1OC | 1.0% | -3.9% | -1.1 | 5.2% | -3.1 | -17.5% | -4.9%[57.1 µM] | -9.8% | 23.7%
Cc1[nH]ccc(=O)c1OCc1c(F)cccc1Cl | -4.0% | 16.9% | -0.5 | 0.2% | -1.7 | -11.0% | 1.3% | -2.8% | -14.6%
N=c1c2c(ncn1CCCO)Oc1c(ccc3ccccc13)C2c1ccccc1 (stereo unspecified) | 9.8% | 3.9% | 4.5 | -8.0% | 1.7 | -16.3% | 6.1% | -3.6% | ?
CC(C)(Oc1ccc(Cl)cc1)C(=O)NCC1CCCO1 (stereo unspecified) | 2.8% | -10.1% | 1.7 | 2.4% | 4.2 | 1.3% | -1.7% | 3.3% | -2.0%
Cc1ccc(S(=O)(=O)Nc2nc3ccccc3nc2NCC2CCCO2)cc1C (stereo unspecified) | 14.6% | -15.1% | 0.0 | -0.5% | -3.3 | -1.4% | -3.2% | -8.6% | ?
Cc1cc(C(=O)N2CCCC(Nc3ccc(F)cc3)C2)c(C)o1 (stereo unspecified) | -1.3% | 4.7% | -1.2 | -2.8% | -0.6 | -0.3% | 5.3% | -12.8% | 14.2%
COc1ccccc1-c1oc2ccccc2c1-c1ccccc1OC | -12.2% | -9.2% | 4.6 | 2.4% | -3.0 | -13.3% | -1.1% | -27.6% | 6.8%
COc1ccc(NC(=O)C[C@H]2C(=O)N(CCc3ccccc3)C[C@@H]2C)cc1 | ? | -2.9% | 0.3 | -2.8% | 0.9 | -4.3% | 2.7% | -7.3% | 1.6%

Compound profiles, as listed above. Order of values: aSyn rescue	EPAC1 antagonist	PI5P4Ka inh	EPAC1 agonist	IL2 activator	Abeta rescue	WRN helicase inh	PLK1 PBD block	FUS yeast rescue
CCCOc1c(Br)cc(C2C3=C(CCCC3=O)N(C)C3=C2C(=O)CCC3)cc1OC is listed with 1.0%	-3.9%	-1.1	5.2%	-3.1	-17.5%	-4.9%[57.1 µM]	-9.8%	23.7%
CCNC(=O)N(C)c1c(CC)nc2ccc(C(=O)N3CCN(C(C)=O)CC3)cn12 is listed with -4.6%	-4.2%	1.2	-2.1%	0.8	-21.5%	6.2%[57.1 µM]	-11.1%	-10.5%
Cc1ccc(S(=O)(=O)Nc2nc3ccccc3nc2NCC2CCCO2)cc1C (stereo unspecified) is listed with 14.6%	-15.1%	0.0	-0.5%	-3.3	-1.4%	-3.2%	-8.6%	?

Additional results:
SMILES | aSyn rescue | EPAC1 antagonist | PI5P4Ka inh | EPAC1 agonist | IL2 activator | Abeta rescue | WRN helicase inh | PLK1 PBD block | FUS yeast rescue
CN(C(=O)c1ccccc1[N+](=O)[O-])c1ccccc1C(=O)NCc1ccccc1 | -4.9% | -18.0% | -0.8 | 1.7% | 0.5 | 5.1% | -31.8% | -6.4% | 3.3%
O=C(O)/C=C\c1cccc(-n2cnnn2)c1 | 0.3% | 3.3% | -10.0 | -0.2% | -3.3 | -10.8% | -17.0% | -1.7% | .
Cc1ccc(N(C(=O)c2csnn2)C(C(=O)NC(C)(C)C)c2cccnc2)cc1 (stereo unspecified) | -0.1% | -7.9% | -8.1 | -2.2% | -1.1 | 8.4% | 2.7% | -4.4% | 7.2%
O=C(Nc1ccc(Cl)cc1)[C@@H]1[C@@H]2C(=O)N(c3ccc4ccccc4c3)C(=O)[C@@H]2[C@H]2C=CC=NN21 | 8.9% | 7.7% | . | -0.9% | 0.2 | -2.3% | -31.3% | -10.1% | ?
COc1ccc(OCC(=O)NC2CCCCCCC2)cc1 | -4.6% | 24.0% | 1.1 | 2.1% | -0.9 | -30.4%[inhibitor] | -4.3% | -6.5% | 26.4%
CCCN1CCN(C(=O)c2ccc(S(=O)(=O)N(C)c3ccccc3OC)cc2)CC1 | 17.6% | 8.7% | 8.1 | -3.2% | -1.4 | -9.5% | 4.2% | 1.6% | -42.3%
COCCNC(=O)C1(C)CCCN(Cc2ccc(-c3ccccc3)o2)C1 (stereo unspecified) | 0.2% | 0.0% | 2.1 | 1.5% | -0.9 | ? | -1.1% | -3.4% | 18.6%
O=C(CC1SC(=O)NC1=O)Oc1ccc(/C=N/NC(=O)c2ccccc2O)cc1 (stereo unspecified) | -5.1% | -17.8% | -21.2 | 0.7% | 0.8 | . | -23.7%[11.6 µM] | -6.3% | -5.0%
CCn1nc(C)c(CN2CCCC(C(=O)c3cccc(OC(C)C)c3)C2)c1C (stereo unspecified) | -1.6% | -7.3% | 2.2 | -8.6% | 0.6 | -0.9% | 12.5% | -16.0% | -7.8%
COc1cc(C(=S)N2CCOCC2)cc(OC)c1OS(=O)(=O)c1ccc(Cl)cc1 | -8.0% | -19.8% | -16.7 | 1.0% | -0.5 | -18.1% | 0.8% | 13.4µM* | ?
Cn1c(SC2C(=O)CC(C)(C)CC2=O)nnc1-c1ccco1 | 0.0% | -4.6% | . | -1.5% | -0.2 | 13.3% | -2.0% | -9.8% | 21.9%
CCO[C@@H]1c2c(ccc3ccc(=O)oc23)OC(C)(C)[C@@H]1O | -0.1% | -4.9% | -2.7 | 9.8% | 1.1 | 2.5% | -2.4% | 4.5% | -24.5%
NNC(=O)CN1C(=O)Nc2ccc(Cl)cc2C1c1ccccc1 (stereo unspecified) | -0.3% | 14.2% | -7.2 | -0.8% | -1.6 | -9.1% | -0.8% | -1.3% | 5.4%
O=C(Nc1ccc(N2CCCC2)cc1)c1ccc([N+](=O)[O-])cc1Cl | 1.8% | -5.8% | -9.3 | 2.2% | -3.6 | -9.3% | 3.9% | -9.6% | -9.1%
COc1ccccc1NS(=O)(=O)c1cccc(NC(=O)c2sc3ccccc3c2Cl)c1 | 6.2% | -24.8% | -1.2 | 9.8% | -0.1 | 15.0% | -2.1% | -11.2% | 5.2%
O=S(=O)(c1ccc(NCc2ccccc2)cc1)N1CCOCC1 | 10.6% | -17.0% | -1.0 | 6.7% | 0.8 | -9.2% | -29.9% | -6.0% | .
COc1ccc2oc(-c3ccccc3)c(C(=O)N(C)C)c2c1 | -25.5% | -9.2% | 11.3 | -2.8% | 0.3 | -6.1% | 9.9% | 3.7% | -9.7%
CC1Cc2cc(/C(O)=C3/C(=O)C(=O)N(CCCn4ccnc4)C3c3ccncc3)ccc2O1 (stereo unspecified) | 1.2% | 11.0% | . | -5.7% | -0.9 | 1.7% | 5.0% | -0.2% | -3.7%
O=C1N(CC(=O)N2CCc3ccccc32)CCN1Cc1ccc(Cl)cc1 | -2.9% | 10.2% | 9.1 | -11.3% | -0.3 | 21.0% | 4.4% | -13.8% | 19.8%

Screens from PubChem BioAssay.

Random draw from the library. About 4.1% of those tested had a hit in this group.
